Statin myotox sup: suppressors of statin myotoxicity in C2C12 myotubes, primary screen, cell-based, single point, plate reader; C2C12 myotubes + simvastatin, ATP luminescence, 48 h; scaled: DMSO 0, geranylgeraniol control 100; rescue of ATP level, % at 7.49 µM; actives 0.78% (n = 330,000);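 active means mean ATP rescue above about 67%, or every replicate alone reaching that limit, limit read from the data, passing the limit was not always enough; inconclusive means no clear call, values can overlap the other calls; inactive means mean under the limit and some replicate under it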;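 further: myotubes were challenged with 10 µM simvastatin during compound exposure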
esBAF inh: Bmi1 luciferase reporter increase in mESCs, primary screen, esBAF inhibitor project, mouse ES cells, Bmi1 luciferase knock-in, single point; 24 h; 100% = twice the neutral-well signal; reporter increase, % at 12.5 µM; actives 2% (n = 350,000); in the data active means activation above about 40%; inconclusive means no clear call, values can overlap the other calls;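 further: 0% = median of the plate's neutral control wells and 100% = double that signal; a rise in the Bmi1 reporter signal indicates esBAF inhibition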
* = called active by the depositor; ? = inconclusive.

SMILES	Statin myotox sup	esBAF inh
COC(=O)c1ccc(CNC(=O)CSc2nnc(COc3ccccc3)n2C)o1	-15	-13
CN(C)c1ccc(N=Cc2ccco2)cc1	-27	-41
COc1cc(C(=O)NCc2nnc(SCC(=O)N3CCc4ccccc43)o2)cc(OC)c1OC	3	-3
COCCN1C(=O)N[C@@H](c2cccc(C(F)(F)F)c2)C(C(=O)OC)=C1C	2	-9
COc1ccc(NC(=O)N(C2CCCCC2)C(C)c2cccnc2)c(OC)c1 (centres undefined)	4	7
CCc1c(C)sc(NC(=O)c2cc(-c3ccc(OC)c(OC)c3)on2)c1C#N	10	0
COc1cccc(CN2CCN(C(=O)CC(C)C)CC2)c1	-1	12
O=C(Nc1ccc(F)cc1)N(CCCN1CCOCC1)Cc1cc2cc3c(cc2[nH]c1=O)OCO3	4	7
COCCN1C(=O)C(O)=C(C(C)=O)C1c1ccc(OC)c(OC)c1 (centres undefined)	-4	-1
O=C(NCC1CCCO1)c1ccccc1-c1nc(-c2ccc(F)cc2)no1 (centres undefined)	49	4
Cc1ccc(OCC(=O)N2CCCc3ccccc32)cc1	-1	38
Cc1cccc(OCC(=O)Nc2ccc(S(=O)(=O)N3CCN(C)CC3)cc2)c1	-2	-3
COc1cc(C(=O)NC2CCN(C)CC2)ccc1Nc1ncc2c(n1)N(C1CCC(O)CC1)CCC(=O)N2C (centres undefined)	6	7
CCSc1nc(=S)n(CC)c(C)c1C(C)=O	0	-1
COc1ccc(C2=NCC(CSc3nccc(=O)[nH]3)S2)cc1 (centres undefined)	7	8
COc1ccccc1NC(=O)N(Cc1cc2cc(OC)c(OC)cc2[nH]c1=O)CC1CCCO1 (centres undefined)	-10	6
Cc1nc2ccccc2n1CC(=O)OCC(=O)NCCc1ccccc1	-8	2
Cc1cc(C)c(C)c(S(=O)(=O)N2C(=S)NC(=O)C2CC(C)C)c1C (centres undefined)	-11	-6
CCOc1ncccc1C(=O)OCC(=O)Nc1c(C)cccc1C	14	-12
Cc1cc(=O)oc(C)c1C(=O)NCCNC(=O)c1c(C)cc(=O)oc1C	121*	-13
CCCn1c(=O)[nH]c(=O)c2c1nc(-c1ccc(OC(F)(F)C(F)C(F)(F)F)cc1)n2CCOC (centres undefined)	14	-3
C=CCNc1nc(-c2ccccc2)c(C(=O)OCC)cc1C#N	-18	8
COc1ccccc1CNc1nc2nc3c(c(=O)n2[nH]1)CCC3	-10	-6
CC(=O)c1cccc(NC(=O)Cn2cnc(S(=O)(=O)N3CCC(C)CC3)c2)c1	14	-3
COc1ccccc1Oc1coc2c(CN(C)C)c(O)ccc2c1=O	0	-3
CCCCN1CCc2c([nH]c3ccccc23)C1=O	-16	69*
O=C(Nc1ccc(N2CCCC2)cc1)c1ccc(Br)o1	-22	-4
COc1ccc(C2(C(=O)NCCc3ccccc3)CCCC2)cc1OC	-21	-9
CC1CCc2cc(F)ccc2N1C(=O)CSc1nnc(-c2cccs2)n1C (centres undefined)	1	1
COc1ccc(S(=O)(=O)N/N=C(/C)c2cccc(NC(=O)c3ccccc3Cl)c2)cc1	-27	13
COc1ccc(N(CC(=O)Nc2cccc(SC)c2)S(C)(=O)=O)cc1Cl	11	-14
Cc1cc(C(=O)N2CCN(c3ncccn3)CC2)cs1	-11	7
CCN(CC)CCNC(=O)Cn1nc(-c2ccc(C)cc2)ccc1=O	-3	-6
CCOC(=O)N1CCN(C(=O)COc2ccc(Cl)cc2C)CC1	7	-3
O=C(NCc1ccccc1)c1noc2c1CCCCC2	2	34
CN1C(=O)N(C)C2(c3ccccc3)Nn3c(s/c(=C/c4ccccc4)c3=O)=NC12c1ccccc1 (centres undefined)	-6	-3
CCOC(=O)c1c(Nc2ccccc2)sc(/C=C2\C=Nc3ccccc32)c1O	-55	-8
COCCCNC(=O)c1ccccc1NS(=O)(=O)c1ccc(C)cc1	0	-7
CCCN(c1ccc(OCC)cc1)S(=O)(=O)c1ccc2c(c1)CCN2C(=O)CCC(=O)O	7	-6
CCOC(=O)C1CCCN(Cc2sccc2C)C1 (centres undefined)	-9	-4
CCOC(=O)N1CCN(c2nc(-c3ccc(Cl)cc3)cs2)CC1	-2	12
COc1ccc(C(C)=O)cc1CN1C(=O)NC2(CCCCC2C)C1=O (centres undefined)	-8	-5
c1coc(CN(Cc2ccco2)c2ncnc3c2oc2ccccc23)c1	49	3
COc1ccc(NC(=O)CSc2nnc(-c3ccco3)n2C)cc1	8	-3
CCOc1ccccc1N1CC(C(=O)Nc2nccs2)CC1=O (centres undefined)	-5	1
CC(C(=O)Nc1ccc(S(=O)(=O)N2CCOCC2)cc1)N(c1ccccc1)S(C)(=O)=O (centres undefined)	12	-9
Cc1ccccc1OCc1nc(-c2ccc(NC(=O)c3ccco3)cc2)no1	?	27
CCN(CC)S(=O)(=O)c1ccc(S(=O)(=O)N(CC(=O)Nc2ccccc2)CC2CCCO2)cc1 (centres undefined)	17	-3
O=C(NCCO)c1nc2ccccc2s1	-6	32
Cc1ccc(/C=C(\C#N)c2nc3ccccc3[nH]2)s1	-9	98*
O=C(NCC12CC3CC(CC(C3)C1)C2)c1cc2n(n1)C(C(F)(F)F)CC(c1ccco1)N2 (centres undefined)	10	4
CN1CCN(C(=O)c2cc3nc(-c4ccc(Cl)cc4)cc(C(F)(F)F)n3n2)CC1	3	3
COc1ccc(O)c(-c2cc(-c3cccc(Br)c3)n[nH]2)c1	10	62*
COC(=O)c1cc(NC(=O)C2COc3ccccc3O2)ccc1Cl (centres undefined)	30	-5
COc1ccc(CNC[C@H]2O[C@@H](n3cnc4c(N)ncnc43)[C@H](O)[C@@H]2O)cc1OC	-1	0
CC(C)C(NC(=O)OCc1ccccc1)C(=O)OCC(=O)N1C(C)CCCC1C (centres undefined)	-1	-6
O=C(Oc1cccc2cccnc12)c1cccs1	-5	-1
CCCOc1ccc(-c2c(C(=O)N/N=C/c3cccs3)nnn2-c2nonc2N)cc1	-4	3
CC(C)(C)c1[nH]nc2c1C(Cc1ccccc1)C(C#N)=C(N)O2 (centres undefined)	2	0
Cn1ccc(C(=O)OCC(=O)c2ccccc2)n1	-13	17
Additional structures.
SMILES	Statin myotox sup	esBAF inh
COC(=O)n1c(=O)oc2cc(S(=O)(=O)N3CCCCC3)ccc21	3	0
COc1cccc(NC(=O)CN2CCN(S(=O)(=O)c3ccc(C(C)C)cc3)CC2)c1	6	6
O=C(O)COc1ccc(Br)cc1C(c1c(C(=O)O)[nH]c2ccccc12)c1c(C(=O)O)[nH]c2ccccc12	5	-4
CC(C(=O)N1CCN(c2ccc(Cl)cc2)CC1)c1ncc(C(F)(F)F)cc1Cl (centres undefined)	-1	-5
CCN(C(=O)CSc1ncn[nH]1)c1cccc2ccccc12	1	-2
CCOC(=O)[C@@H]1[C@H]2COc3ccc(Br)cc3[C@H]2N2C(=O)N(c3ccc(F)cc3)C(=O)[C@@]12C	-3	0
CCc1ccc(C(=O)CCC2CCCCC2=O)cc1 (centres undefined)	-3	34
CCC(=O)Nc1ccc(C(=O)Nc2ccc3c(c2)C(=O)N(CC2CCCO2)C3=O)cc1 (centres undefined)	-26	7
Cc1cccc(N2C(=O)SC(N(C)c3ccccc3)C2=O)c1 (centres undefined)	9	4
NCCCNC(=O)c1cc2ccccc2[nH]1	-1	-2
CCOC(=O)c1oc2c(O)c(O)ccc2c(=O)c1-c1nncn1-c1ccccc1	-11	6
CC1(C)C2CC[C@]3(C)C(CC=C4[C@@H]5C[C@](C)(CO)CC[C@]5(C(=O)O)CC[C@]43C)[C@@]2(C)CC[C@@H]1O (some centres undefined)	8	-3
O=C(NCCC1=CCCCC1)C1COc2ccccc2O1 (centres undefined)	146*	36
CC(=O)c1c(C)[nH]c(C(=O)Nc2ccc3c(c2)OCCO3)c1C	-8	-18
O=C(CSc1nnnn1C1CCCC1)Nc1cccc(NC(=O)c2ccco2)c1	11	10
NC1=NC(c2ccc(Cl)cc2)n2c(nc3ccccc32)N1 (centres undefined)	16	-9
Cc1ccn2c(NC(=O)c3ccco3)c(-c3ccccc3)nc2c1	20	3
Cc1sc(NC(=O)CSc2nnc(C)c(=O)[nH]2)c(C#N)c1C	2	0
COCCOC(=O)c1c(C)n(C)c2ccc(OC(=O)c3cccs3)cc12	1	11
Cc1c(NC(=O)C(C)Sc2n[nH]c(N)n2)c(=O)n(-c2ccccc2)n1C (centres undefined)	1	-11
COc1ccccc1NC(=O)C1=C(C)Nc2nnnn2C1c1cc(Br)ccc1OC (centres undefined)	25	-3
Cc1n[nH]c(C)c1S(=O)(=O)N1CCCC(C(=O)N2CCc3ccccc32)C1 (centres undefined)	-19	3
Cc1ncoc1C(=O)Nc1ccc(Oc2ccccc2)cc1	-20	39
Cc1ccc(OCCSc2cc(C)nc(N)n2)cc1	0	22
Cc1ccc2cc(C#N)c(N3CCN(C)CC3)nc2c1	-2	-1
O=C(CN1C2CCCC1CC(NC(=O)c1ccco1)C2)Nc1ccccc1 (centres undefined)	-3	9
O=C(CN1CCN(c2ccc(F)cc2)CC1)Nc1ccc(-n2cnnn2)cc1	20	-8
Cc1ccc(C2C=C(c3ccccc3OC(F)F)Nc3ncnn32)cc1 (centres undefined)	107*	6
CCCn1cc(NC(=O)C2CC(c3cccc(Br)c3)=NO2)cn1 (centres undefined)	-4	-2
O=C(NCc1cccnc1)NC(C(F)(F)F)C(F)(F)F	11	-10

Some of the entries above, reformatted.
Fields: Statin myotox sup	esBAF inh
> Cc1ccc2cc(C#N)c(N3CCN(C)CC3)nc2c1
→ -2	-1
> O=C(CN1C2CCCC1CC(NC(=O)c1ccco1)C2)Nc1ccccc1 (centres undefined)
→ -3	9
> O=C(CN1CCN(c2ccc(F)cc2)CC1)Nc1ccc(-n2cnnn2)cc1
→ 20	-8
> Cc1ccc(C2C=C(c3ccccc3OC(F)F)Nc3ncnn32)cc1 (centres undefined)
→ 107*	6
> CCCn1cc(NC(=O)C2CC(c3cccc(Br)c3)=NO2)cn1 (centres undefined)
→ -4	-2

Remaining list, next part
SMILES	Statin myotox sup	esBAF inh
CCn1c(SCC(=O)Nc2oc(-c3ccccc3)c(-c3ccccc3)c2C#N)nnc1-c1ccncc1	7	2
COc1cnn(-c2ccccc2)c(=O)c1SCc1ccc(Cl)cc1Cl	12	6
COc1ccc(S(=O)(=O)n2nc(OC(=O)C3CCCCC3)cc2N)cc1	106*	0
Cc1nc2ccc(S(=O)(=O)NCC(=O)O)cc2s1	18	-11
O=C(OCC(=O)N1CCCCC1)c1c[nH]c(=O)[nH]c1=O	6	1
N=C1N(/N=C/c2ccccc2)C(=Nc2ccccc2)C(=S)N1c1ccccc1	1	60*
COc1ccc(CCNC(=O)CSc2cc(=O)[nH]c(N)n2)cc1OC	6	-4
CCOCC(=O)Nc1nnc(Cc2ccc(OC)cc2)s1	-8	-2
O=C(Nc1ccc(Cl)cc1)N1CCN(c2ccccc2)CC1	22	21
CCCOc1ccc(N2C(=O)CC(N3CCOCC3)C2=O)cc1 (centres undefined)	-1	-4
CCO[C@@H]1OC(C(=O)N2CCCCCCC2)=C[C@H](c2cn(C(C)=O)c3ccccc23)[C@H]1CCCO	1	3
CCC(C)c1ccc2oc(-c3ccc(NC(=O)c4ncn[nH]4)cc3)nc2c1 (centres undefined)	21	4
Nc1nc(NC(=O)c2ccco2)nn1-c1ccccc1	-2	23
Cc1ccc(C)c2[nH]c(=O)c(CN(Cc3ccco3)C(=O)Nc3ccccc3)cc12	1	-6
Cc1cccc2nc(C(F)(F)F)nc(=O)n12	14	4
COc1ccc(-c2ccc(C#N)c(SCC(=O)NCCc3ccccc3)n2)cc1OC	-6	-10
CN(c1ccc(Cl)cc1)c1cc(=O)n(C)c2ccccc12	129*	-1
Nc1ccc(Cl)c(-c2nc3ncccc3o2)c1	16	?
Cc1cccc(NS(=O)(=O)c2ccc(C3CCCCC3)cc2)n1	27	-2
CC(=O)N1CCC(O)(c2cccc(C(F)(F)F)c2)CC1	-2	-3
C=C1CC[C@@]23CC[C@]4(C)[C@@](OC2=O)([C@@H]3C1)[C@H]1O[C@H]1C1[C@@]2(C)CC[C@H](O)C(C)(C)C2CC[C@]14C (some centres undefined)	-9	-2
N#CCSc1nc2[nH]ncc2c(=O)n1-c1ccccc1Br	-2	-5
CC12CN3CC(C)(CN(C1)C3c1ccc(Br)cc1)C2 (centres undefined)	5	1
O=S(=O)(c1ccc(NC2CCCCC2)cc1)N1CCOCC1	-16	-2
CNc1cc(C)nc(-n2nc(C)cc2C)n1	-6	9
CCOC(=O)/C(=C\c1ccc([N+](=O)[O-])cc1)C(=O)c1cc(C(C)=O)c(Nc2ccccc2)s1	-2	-87
c1ccc(OCCCc2nc(-c3ccccn3)no2)cc1	6	31
CN(C)Cc1c(O)ccc2[nH]cnc12	14	-1
CCOc1ccc(CC(C(=O)NN)C(=O)NN)cc1CN(C)C	-2	1
O=C(O)CCC(=O)N1CCN(c2cccc(Cl)c2)CC1	-4	-10
O=C(c1ccc(Br)o1)N1CCCc2ccccc21	-8	13

Single records (already shown). Order of values: Statin myotox sup, esBAF inh
Results for CN(C)Cc1c(O)ccc2[nH]cnc12 : 14, -1
Results for CC(=O)N1CCC(O)(c2cccc(C(F)(F)F)c2)CC1 : -2, -3
Results for Nc1ccc(Cl)c(-c2nc3ncccc3o2)c1 : 16, ?
Results for COc1ccc(-c2ccc(C#N)c(SCC(=O)NCCc3ccccc3)n2)cc1OC : -6, -10
Results for C=C1CC[C@@]23CC[C@]4(C)[C@@](OC2=O)([C@@H]3C1)[C@H]1O[C@H]1C1[C@@]2(C)CC[C@H](O)C(C)(C)C2CC[C@]14C (some centres undefined) : -9, -2

Source: PubChem BioAssay

Only part of the results is shown; the hit share may differ from the screen's.
